# GAA inhib = qHTS Assay for Inhibitors of Human alpha-Glucosidase as a Potential Chaperone Treatment of Pompe Disease. Lysosomal alpha-glucosidase (Homo sapiens), P10253. Potency, µM (titrated, usually from 76.9 µM), for inactives: top-dose activity change, negative = inhibition, usual class: inhibitors. hit rate 0.005% among 200,000. purified human GAA, 4-MU-alpha-glucoside fluorescence;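 further: plate controls were uninhibited enzyme wells for no effect and no-enzyme background for full effect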
#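 Fluorescence at Ex 365/Em 440 nm from 4-methylumbelliferone reported enzyme activity after 20 min at room temperature. Reactions used 4 nM enzyme and 400 uM substrate at pH 5.0; curves fitted with the Hill equation.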
# RGS12 GoLoco inh = qHTS Assay for Inhibitors of RGS12 GoLoco Motif Activity (Red Fluorophore); hit rate 0.44% among 230,000; Guanine nucleotide-binding protein G(i) subunit alpha-1 (Homo sapiens), P63096; Gai1:RGS12 GoLoco peptide FP, rhodamine, 10 min; Potency, µM (doses to about 61.6 µM), inactives show at the top dose activity, negative = inhibition, usual class: inhibitors; active means well fitted inhibition curve with a large enough effect, not every such curve was filed as active; inactive means no such curve, though single readings can be large or run the other way; further: nearly all actives have a fitted effect of over 30% in size; many of its hits are not listed in these tables
# Target sequence (P63096 whole entry, looked up): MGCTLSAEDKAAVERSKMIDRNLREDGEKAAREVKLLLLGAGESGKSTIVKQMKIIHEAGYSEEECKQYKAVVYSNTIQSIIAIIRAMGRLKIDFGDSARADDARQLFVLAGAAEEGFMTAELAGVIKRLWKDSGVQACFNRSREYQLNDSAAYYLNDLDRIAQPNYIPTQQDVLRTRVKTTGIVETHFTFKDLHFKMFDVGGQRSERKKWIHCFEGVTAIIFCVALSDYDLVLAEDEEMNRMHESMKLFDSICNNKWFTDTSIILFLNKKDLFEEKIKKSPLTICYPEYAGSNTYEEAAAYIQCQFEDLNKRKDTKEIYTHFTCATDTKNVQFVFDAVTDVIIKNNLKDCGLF
# RECQ1 helicase = qHTS Assay for Inhibitors of RecQ-Like Dna Helicase 1 (RECQ1) | ATP-dependent DNA helicase Q1 (Homo sapiens), P46063 | RECQ1 DNA unwinding, red fluorescence kinetic read | Potency, µM (top dose mostly 57.3 µM), without a hit: top-dose activity, negative = inhibition, hits mostly inhibitors | hit rate 0.54% among 240,000;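 further: plate controls were vehicle for no effect and no enzyme for full effect; nearly all actives have a fitted effect of over 30% in size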
# Target sequence (P46063 whole entry, looked up): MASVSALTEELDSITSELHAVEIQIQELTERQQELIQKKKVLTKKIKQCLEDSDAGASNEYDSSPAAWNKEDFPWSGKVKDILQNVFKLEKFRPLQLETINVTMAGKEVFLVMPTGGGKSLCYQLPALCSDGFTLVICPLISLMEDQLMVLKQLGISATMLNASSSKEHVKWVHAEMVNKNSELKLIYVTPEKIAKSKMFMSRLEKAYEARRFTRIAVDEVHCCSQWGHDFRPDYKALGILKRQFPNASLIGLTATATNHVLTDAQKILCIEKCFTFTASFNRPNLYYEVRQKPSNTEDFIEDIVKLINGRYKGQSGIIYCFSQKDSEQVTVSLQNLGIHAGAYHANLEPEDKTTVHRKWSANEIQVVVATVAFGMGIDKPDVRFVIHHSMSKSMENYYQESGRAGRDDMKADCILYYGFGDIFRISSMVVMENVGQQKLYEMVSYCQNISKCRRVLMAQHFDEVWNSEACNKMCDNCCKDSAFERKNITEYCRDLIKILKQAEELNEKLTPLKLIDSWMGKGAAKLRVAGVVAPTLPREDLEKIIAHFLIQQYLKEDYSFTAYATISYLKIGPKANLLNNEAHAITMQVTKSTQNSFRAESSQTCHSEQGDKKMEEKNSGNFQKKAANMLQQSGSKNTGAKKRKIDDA
#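 50 nM RECQ1T1 preincubated 15 min with compound in Tris pH 8.0 buffer with MgCl2, DTT, Tween-20 and 2.5 ug/ml poly(dI-dC); started with 200 nM TAMRA/BHQ-2 forked duplex and 2 mM ATP. Unwinding read as fluorescence (525/598 nm), two reads 2 h apart.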
# GAA spleen mod = qHTS Assay for Inhibitors and Activators of Human alpha-Glucosidase From Spleen Homogenate. Lysosomal alpha-glucosidase (Homo sapiens), P10253. human spleen homogenate, 4-MU-alpha-glucoside fluorescence. Potency, µM (highest dose often 79.9 µM), without a hit: top-dose activity change, negative = inhibition, hits mostly inhibitors. hit rate 0.006% among 240,000. AID 2112, 2009;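 further: 0% = enzyme with vehicle and -100% = no enzyme basal signal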
#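 Human spleen homogenate (1 ug) with 4-methylumbelliferyl-alpha-D-glucopyranoside (1 mM final) in 50 mM citrate/phosphate pH 5.0, 0.01% Tween-20; 40 min at 37 C. Stopped at pH 10; 4-MU fluorescence Ex 365/Em 440 nm; AC50 by Hill fit.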
# GAA glycogen = qHTS Assay for Inhibitors and Activators of Human alpha-Glucosidase Cleavage of Glycogen | hit rate 0.38% among 300,000 | Potency, µM (titrated, usually from 76.4 µM), for the others: at the top dose activity change, negative = inhibition, hits mostly inhibitors | recombinant GAA, glycogen substrate, Amplex Red glucose oxidase fluorescence;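 further: 0% = full enzyme reaction and -100% = no-enzyme basal signal; the screen sought inhibitors and activators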
#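 Recombinant human alpha-glucosidase (4 nM final) hydrolysed bovine liver glycogen (30 ug) for 40 min at 37 C in pH 5.0 citrate/phosphate with 0.01% Tween-20. Released glucose detected by glucose oxidase/Amplex Red, Ex 573/Em 610 nm. Compounds up to 77 uM; AC50 from Hill fits.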
# TR SRC2 fluor cs = Total Fluorescence Counterscreen for Inhibitors of the Interaction of Thyroid Hormone Receptor and Steroid Receptor Coregulator 2; AID 1479, 2009; hit rate 0.29% among 280,000; Potency, µM (top dose mostly 106 µM), without a hit: at the highest dose fluorescence change, negative = quenching; TRb/SRC2 Texas Red total fluorescence interference; active means well fitted curve in either direction with a large enough effect; inconclusive means small, poorly fitted or top-dose-only effect
#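 Human TRb ligand-binding domain at 0.6 uM with 20 nM Texas Red SRC2 peptide in Tris buffer containing 1 uM T3 and 5% DMSO, incubated with compound 5 h at ambient temperature. Total fluorescence (555/632 nm) calculated as parallel + 2 × perpendicular.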
# TRb SRC2 PPI = qHTS for Inhibitors of the Interaction of Thyroid Hormone Receptor and Steroid Receptor Coregulator 2; Thyroid hormone receptor beta (Homo sapiens), P10828; TRbeta-SRC2 peptide binding, fluorescence polarization; receptor liganded with 1 µM T3; Potency, µM (top dose mostly 106 µM), for inactives: at the highest dose activity change, negative = inhibition, most hits filed as inhibitors; hit rate 0.065% among 280,000; AID 1469, 2008;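 further: plate controls were bound peptide for no effect and peptide without receptor for full effect; nearly all actives have a fitted effect of over 50% in size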
#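 Decrease in fluorescence polarization of 20 nM Texas Red SRC2 coactivator peptide flagged inhibition of its binding to 0.6 uM TRb LBD; 1 uM T3 included, incubation 5 hr, ex 555/em 632 nm.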
# L3MBTL1 block = qHTS Assay for the Inhibitors of L3MBTL1 | Lethal(3)malignant brain tumor-like protein 1 (Homo sapiens), Q9Y468 | AlphaScreen L3MBTL1–H3K9me1 peptide binding | Potency, µM (titrated, usually from 57.1 µM), for the others: at the top dose activity, negative = inhibition, most hits filed as inhibitors | hit rate 0.66% among 230,000 | AID 485360, 2010; further: nearly all actives have a fitted effect of over 60% in size
#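 Read-out is AlphaScreen signal from streptavidin donor and nickel chelate acceptor beads (10 ug/mL final each) bridging L3MBTL1 (50 nM) and biotinylated K9-monomethylated H3(1-15) peptide (75 nM), after 30 min compound exposure at room temperature.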
# Numbers without * were called inactive; i = inactive; ? = inconclusive; · = not tested or not shown; & = joins results of further samples; ! = not confirmed by another sample; [ ] = another dose, or the depositor's remark. Unless noted, the call rests on the fitted dose curve; in most records, active means well fitted curve in the direction sought with a large enough effect; inconclusive means small, poorly fitted or top-dose-only effect, or another doubt; inactive means no such curve, though single readings can be large; an effect the other way counts as inactive or inconclusive. Unless noted, on the % scale 0 is the no-effect control and ±100 the full control effect; potency means the concentration at half of the fitted maximal effect. These rows are one share of the data. The share of hits here may be higher or lower than overall.
SMILES,GAA inhib,RGS12 GoLoco inh,RECQ1 helicase,GAA spleen mod,GAA glycogen,TR SRC2 fluor cs,TRb SRC2 PPI,L3MBTL1 block
COc1ccc(C2CC(c3ccccc3)=NN2C(=O)COC(=O)C2(C)CC2(Cl)Cl)cc1 (stereo not drawn),-9%,-5%,-6%,-4%,-14%,0%,3%,·
Cc1nn(C)cc1CNC(=O)c1cnn2c(C(F)F)cc(C3CC3)nc12,-5%,-3%,0%,-16%,5%,1%,-1%,25%[11.4 µM]
Nc1ncnc2c1ncn2[C@H]1O[C@@H](CSCC[C@@H](N)C(=O)O)[C@H](O)[C@@H]1O,·,-1%,18%,-3%,·,1%,-1%,·
COc1nc(NC(C)=O)nc(C)c1Br,-7%[15.4 µM],-2%,-12%,2%,11%,-3%,5%,-3%
Cc1ccc(-c2cc(=O)c3ccccc3[nH]2)cc1,2%,7%[136 µM],-2%[126 µM],-2%[181 µM],-1%,-1%[201 µM],-3%[201 µM],-6%
COc1ccc(C(=O)Nc2cccc3cccnc23)cc1OC,-10%[15.4 µM],16%,-6%,-10%,-1%,-1%,6%,·
Cc1ccc(NC(=O)/C=C/c2cccc([N+](=O)[O-])c2)nc1,-11%,8%,i,1%,-7%,-2%,7%,0%
CCCCc1n[nH]c2c1/C(=N/O)CC(c1ccccc1)C2 (stereo not drawn),0%,-7%,-5%,-9%,16%,0%,-21%,37%[activator]
Cc1cccc(NCC(=O)NNC(=S)Nc2ccccc2)c1,12%,14%,3%,0%,-21%,0%,3%,-15%
CCCSCCCNC(=O)Cn1cc2c(n1)CCCCC2,6%,8%,-8%,3%,7%,-1%,1%,-14%
Oc1ccc(/C=N/Nc2cc(N3CCCC3)nc(N3CCCC3)n2)cc1O,0%,12%,-21%,-1%,?,-4%,2%,-28%
Cc1cc(C(=O)OCC(=O)Nc2cc(S(=O)(=O)N(C)C)ccc2Cl)c2ccccc2n1,3%,4%,-6%,-11%,2%,-1%,-6%,3%
Cc1cc(NC(=O)CSc2nnc(Nc3ccccc3C)s2)no1,3%,22%,-6%,2%,6%,0%,1%,-6%
Cc1cnn(Cc2ccccc2)c1N,3%,8%,0%,-2%,-10%,0%,5%,0%[11.4 µM]
O=C1COc2ccc(C(=O)C[n+]3cccc(O)c3)cc2N1,3%,13%,-3%,2%,-15%,-2%,-3%,8%
O=C(COC(=O)c1cncc(Br)c1)NC1CCCCCC1,-11%,-4%,i,2%,5%,-2%,11%,·
CC(Cc1cccs1)NC(=S)Nc1ccc(Cl)c(Cl)c1 (stereo not drawn),-2%,1%,-12%,-6%,1%,-3%,0%,12%
Cc1c(Cl)c(C(F)F)nn1CC(=O)NC1C(=O)N2C(C(=O)O)=C(CSc3nnnn3C)CSC12 (stereo not drawn),4%,-3%,-3%,6%,-8%,0%,1%,·
O=C(NCC1CCCO1)c1cccc(NC(=O)c2cccs2)c1 (stereo not drawn),11%,-10%,i,-8%,22%,-1%,8%,-3%
CC(=O)c1ccc(NC(=S)N(Cc2ccccc2)C(C)C2CC2)cc1 (stereo not drawn),-3%,15%,i,2%,-12%,-2%,-3%,-4%
O=C(NCc1ccccn1)c1cn(-c2ccccc2)nc1-c1ccc(Cl)cc1,-11%,-4%,-6%,-1%,-8%,1%,7%,-1%
CCC(CC)C(=O)c1c[nH]c(C(=O)NCc2ccccn2)c1,0%,8%,-6%,-6%,3%,-1%,-1%,16%
COc1cc2c(cc1NC(=O)COC(=O)[C@@H](NC(=O)c1ccccc1)C(C)C)oc1ccccc12,3%,7%,-13%,-1%,-2%,-2%,3%,-4%
O=C1N/C(=C\c2ccc(O)cc2)C(O)=C1C=NCc1ccccc1,-2%,-4%,-6%,-15%,6%,-11%,-3%,-3%
COC1C[C@@H](O[C@@H]2C(C)C(=O)OC(C)C(C)C(O)C(C)C(=O)[C@@]3(CO3)CC(C)C(OC3OC(C)CC(N(C)C)C3O)C2C)OC(C)[C@@H]1O (stereo partly drawn),·,-1%,-5%,-4%,·,0%,4%,·
# (listing goes on)
SMILES,GAA inhib,RGS12 GoLoco inh,RECQ1 helicase,GAA spleen mod,GAA glycogen,TR SRC2 fluor cs,TRb SRC2 PPI,L3MBTL1 block
O=C(NCCCN1CCCC1)c1ccc(Cn2c(=S)[nH]c3ccc(Br)cc3c2=O)cc1,?,13%,3%,-7%,-11%,1%,-6%,-26%
CC(C)(C)NC(=O)C(c1ccncc1)N(C(=O)Cn1nnc(-c2cccs2)n1)C1CCCCC1 (stereo not drawn),-11%,-1%,-13%,4%,-12%,0%,0%,-2%
CC(=O)C1C(c2ccc(OC(F)F)cc2)NC(=O)NC1(O)C(F)(F)F (stereo not drawn),-3%,-3%,-4%,-3%,6%,-1%,3%,·
CC(C)c1nccn1S(=O)(=O)c1cc([N+](=O)[O-])ccc1Cl,-1%,5%,-4%,-1%,14%,-2%,-5%,4%
CCCCc1nc2n[nH]c(N)c2c2c1CCC2,6%,7%,i,-1%,?,0%,3%,-1%
Cc1ccc(C)c(Sc2ccc(NC(=O)CCl)cc2)c1,3%,5%,-4%,0%,-8%,1%,-17%,7%
Cc1ccc(NC(=O)NC(=O)N(C(C)C)S(=O)(=O)c2ccc(C)cc2)cc1,-10%,-3%,-16%,-19%,-18%,-1%,0%,11%
N[C@H](CCCP(=O)(O)O)C(=O)O,·,0%&-4%,10%&13%,-9%&6%,·,-1%&-1%,1%&0%,·
O=C(c1cc(-c2ccc(F)cc2)on1)N1CCCC1,-10%,·,-7%,-2%,-3%,-1%,1%,-2%
Cc1ccccc1NC(=O)C(=O)NC(C)CCc1ccccc1 (stereo not drawn),8%,-1%,-3%,-2%,8%,-3%,7%,3%
CCc1ccc(CN2CC(C(=O)O)CC2=O)cc1 (stereo not drawn),-2%,2%,9%,4%,7%,-4%,0%,·
Cc1ccc(NS(=O)(=O)c2cc(C(=O)Nc3cccc([N+](=O)[O-])c3)ccc2C)cc1,2%,11%,4%,-5%,-3%,-4%,-8%,-20%
C[C@@H](CO)NC(=O)c1ccc2c3n(nc2c1)-c1ccc(Cl)cc1CO3,·,9%,i,5%,5%,-2%,-4%,·
CCN1C(=O)C2(C(C(=O)c3ccc(C)o3)=C(O)C(=O)N2CCCN2CCOCC2)c2ccccc21 (stereo not drawn),-4%,-33%,-12%,-6%,-9%,-6%,-3%,·
C/C(=N\Nc1nc(N)cc(Cl)n1)c1ccc(Cl)c(Cl)c1,9%,3%,-5%,-9%,-5%,-2%,-2%,·
CCCCn1c(N)c(NCCC(C)C)c(=O)[nH]c1=O,-2%,3%,0%,-9%,?,2%,-13%,9%
CC(C)CC(=O)N[C@H](C(=O)N[C@H](C(=O)N[C@@H](CC(C)C)[C@@H](O)CC(=O)N[C@@H](C)C(=O)N[C@@H](CC(C)C)[C@@H](O)CC(=O)O)C(C)C)C(C)C,-3%[15.4 µM],-11%&-30%&7%,32µM*!,-1%&4%&5%,6%,-5%&2%&-1%,10%&7%&10%,0%&5%
Cn1c(=O)c2cc(S(=O)(=O)NC(C(=O)NC3CCCCC3)c3ccccc3)ccc2n(C)c1=O (stereo not drawn),-1%,-6%,-3%,10%,12%,0%,-5%,·
Cc1ccc(C(=O)NNC(=O)c2cc(OCC(F)(F)F)ccc2OCC(F)(F)F)cc1,-1%,1%,-4%,-6%,-12%,-2%,-4%,16%
CCCC(=O)NC(c1ccco1)c1cc(Cl)c2cccnc2c1O (stereo not drawn),-14%,14%,4%,-2%,7%,0%,9%,·
CCN(CC)S(=O)(=O)c1ccc(C(=O)NCCN2C(=O)S/C(=C\c3cccnc3)C2=O)cc1,-5%,16%,-2%,-10%,5%,2%,-28%,15%
COC(=O)/C=C/c1ccc(-n2cncn2)cc1,-2%,-4%,0%,4%,-12%,-1%,4%,·
COc1cc(OC)cc(C(=O)N2CCN(c3ncccn3)CC2)c1,-2%,1%,-6%,4%,6%,-1%,-3%,-1%
Cc1ccc(C(=O)NNC(=O)c2ccc(C)cc2)cc1,?,2%,-9%,-17%,3%,-5%,2%,7%
N=C1C(c2ccccc2)=C(O)CN1NC(=O)c1ccccc1,-1%,8%,2%,-20%,5%,-1%,2%,·
O=C(COc1ccccc1Cl)c1ccc[nH]1,-3%,23%,?,-3%,-21%,-5%,-5%,·
O=C(NC1CCCCC1)c1ccccc1NC(=S)NC(=O)C1CCC1,5%,-3%,3%,5%,-1%,3%,10%,-2%
C=CCNC(=S)N1CCN(c2ccccc2Cl)CC1,·,3%,-13%,-1%,4%,1%,-7%,·

# In another format: 4 of the compounds above.
# Results follow in this order: GAA inhib	RGS12 GoLoco inh	RECQ1 helicase	GAA spleen mod	GAA glycogen	TR SRC2 fluor cs	TRb SRC2 PPI	L3MBTL1 block
CC(Cc1cccs1)NC(=S)Nc1ccc(Cl)c(Cl)c1 (stereo not drawn)
  -2%	1%	-12%	-6%	1%	-3%	0%	12%
Cc1ccc(C(=O)NNC(=O)c2ccc(C)cc2)cc1
  ?	2%	-9%	-17%	3%	-5%	2%	7%
O=C(NCCCN1CCCC1)c1ccc(Cn2c(=S)[nH]c3ccc(Br)cc3c2=O)cc1
  ?	13%	3%	-7%	-11%	1%	-6%	-26%
C[C@@H](CO)NC(=O)c1ccc2c3n(nc2c1)-c1ccc(Cl)cc1CO3
  ·	9%	i	5%	5%	-2%	-4%	·

# Bioassay records as filed in PubChem.
